Screening results: PubChem, several laboratories
Candida biofilm: kills Candida albicans biofilms | AID 834 | C. albicans biofilm + clotrimazole, Alamar Blue | actives 0.14% (n = 85,000) | inhibition, % at 6 µM;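 active = inhibition above 20%; inactive = inhibition below 20%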;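 also: preformed 24 hr biofilms exposed to compound for 48 hr; 0% = biofilm without compound and 100% = blank killed by clotrimazole plus chlorhexidine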
cytoskel mod: alters cytoskeleton assembly in HUVEC cells; actives 0.18% (n = 91,000); inhibition, % at 2 µM; HUVEC TNFa F-actin phalloidin imaging, high content; AID 836;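 active = inhibition above the batch mean plus 3 SD and confirmed as a hit by visual image inspection, cut at about 30% in these data, passing the limit was not always enough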; also: strong numbers were not always called active
HUVEC tox IL1B: toxic to HUVEC cells under IL-1B stimulation; HUVEC cell count loss, Hoechst imaging, IL-1B stimulated; actives 0.41% (n = 94,000); cell count reduction, % at 2 µM; AID 845;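 active = cell count reduction more than 3 SD above the screen-wide mean, cut at about 70% in these data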;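 also: normalized per plate to untreated control cells as the no-loss baseline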
TNFa cytotox: HUVEC cytotoxicity counter-screen, TNF alpha stimulated; HUVEC TNFalpha-stimulated, Hoechst cell count, imaging; cell count reduction, % at 2 µM; actives 0.17% (n = 93,000); AID 848;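 active = cell count reduction exceeding the screen mean by over 5 SD, scaled to untreated wells per plate, cut at about 78% in these data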;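 also: cells counted after 24 h of TNF alpha exposure following the 1 h pretreatment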
VCAM1 TNFa inh: reduces TNF alpha induced VCAM1 expression in HUVEC; actives 0.48% (n = 95,000); inhibition, % at 2 µM; HUVEC TNFa-induced VCAM-1 immunofluorescence, high-content imaging; AID 802;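 active = inhibition above the batch mean plus 3 SD, with images confirmed as a hit by eye, cut at about 37% in these data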;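 also: 0% = TNF-stimulated DMSO wells and 100% = unstimulated control wells; not every result past the cut was called active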
hDAT+cocaine: human DAT dopamine uptake with cocaine, either direction | LLC-PK1 hDAT cells, [14C]-dopamine uptake with cocaine IC80; actives deviate in either direction | B-score at 10 µM | actives 1.3% (n = 110,000);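 active = Z score or B-score, a plate-position-corrected score, falls beyond the plate's 99.7% confidence bounds, in either direction; inactive = both scores lie inside the 99.7% bounds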;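 also: scored against the spread of the other compound wells on the same plate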
Smad3 FoxH1 inh: blocks human Smad3 binding to FoxH1 peptide | TR-FRET Smad3/Dy647-FoxH1 peptide binding, europium anti-His | actives 0.29% (n = 88,000) | P84022 | AID 630 | inhibition, % at 25 µM;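 active = compounds that reduce the energy-transfer binding signal between the protein and its labelled peptide by more than half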;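 also: 0% = Smad3 plus labelled peptide maximal FRET and 100% = peptide-only background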
LYP inh 2: LYP (human) phosphatase inhibition; actives 0.21% (n = 96,000); Q9Y2R2; inhibition, % at 2 µM; recombinant LYP catalytic domain, DiFMUP fluorescence;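 active = inhibition at 2 µM at or above a set limit, the screen mean plus 3 SD, cut at about 24% in these data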;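 also: 0% = DMSO with enzyme and 100% = enzyme fully blocked by orthovanadate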
Target sequence (Q9Y2R2 whole entry, looked up, the tested form may be a part): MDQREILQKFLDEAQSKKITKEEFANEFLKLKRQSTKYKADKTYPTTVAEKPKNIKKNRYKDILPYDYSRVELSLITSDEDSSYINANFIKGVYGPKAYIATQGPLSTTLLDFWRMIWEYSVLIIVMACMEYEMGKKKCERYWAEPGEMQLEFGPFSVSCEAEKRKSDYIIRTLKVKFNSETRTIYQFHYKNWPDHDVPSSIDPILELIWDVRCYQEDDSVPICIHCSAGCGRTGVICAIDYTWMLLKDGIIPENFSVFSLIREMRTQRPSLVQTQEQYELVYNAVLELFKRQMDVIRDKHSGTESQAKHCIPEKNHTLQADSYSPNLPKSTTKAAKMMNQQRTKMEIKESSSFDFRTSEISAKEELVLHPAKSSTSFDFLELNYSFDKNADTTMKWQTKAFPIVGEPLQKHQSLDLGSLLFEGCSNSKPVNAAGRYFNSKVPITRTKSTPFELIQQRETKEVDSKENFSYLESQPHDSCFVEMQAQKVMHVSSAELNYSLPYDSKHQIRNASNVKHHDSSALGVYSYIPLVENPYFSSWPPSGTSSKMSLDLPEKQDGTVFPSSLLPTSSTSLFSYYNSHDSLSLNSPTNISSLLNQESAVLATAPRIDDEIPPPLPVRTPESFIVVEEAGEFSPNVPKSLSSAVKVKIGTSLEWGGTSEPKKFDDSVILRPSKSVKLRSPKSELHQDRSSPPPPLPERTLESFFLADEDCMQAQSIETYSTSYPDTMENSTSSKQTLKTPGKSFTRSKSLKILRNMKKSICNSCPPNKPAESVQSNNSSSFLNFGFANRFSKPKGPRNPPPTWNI
MT1-MMP txn act: MT1-MMP promoter transcription activation; HT1080 MT1-MMP promoter luciferase reporter, luminescence, overnight; stronger effect = higher value; activation factor at 10 µM; actives 0.16% (n = 86,000);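 active = activation factor of at least 2 for MT1-MMP transcription at 10 µM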
* hit, by the source's call; x = not tested or not shown; [ ] = dose if it differs, or a comment. Not all compounds are listed; rates above refer to the full screens.

SMILES	Candida biofilm	cytoskel mod	HUVEC tox IL1B	TNFa cytotox	VCAM1 TNFa inh	hDAT+cocaine	Smad3 FoxH1 inh	LYP inh 2	MT1-MMP txn act
CCCCN=C1NC(=O)C(CC(=O)Nc2ccc(Cl)cc2)S1 (stereo unspecified)	x	11	-15	-24	-15	-0.21	x	-6	x
COC(=O)Cc1cc(=O)[nH]c(/N=C(\N)Nc2ccccc2)n1	x	10	-20	-38	-1	0.43	x	-15	x
c1ccc(-c2nc3cc4ccccc4cc3[nH]2)nc1	3	2	-7	2	-20	1.5	-6	7	x
COc1cccc(N=Nc2c(=O)[nH]n3c(=O)cc(C)[nH]c23)c1	x	-1	-3	-25	-48	-1.2	x	-21	x
COc1ccc(OC)c(NC(=O)Nc2ccc(Cl)cc2)c1	6	-7	20	5	-8	-0.74	-7	-2	1.1
CC1(C)CC(=O)C(C=NCC(O)c2ccccc2)=C(O)C1 (stereo unspecified)	8	x	x	x	x	0.67	-2	x	1
O=[N+]([O-])c1nn(-c2ccc3c(c2)OCCO3)n(O)c1=NC1CCCCCC1	8	13	-6	-17	-20	0.24	-7	2	x
Cc1csc(SCC(=O)Nc2sc3c(c2C#N)CCC3)n1	6	-8	-5	-12	18	0.18	0	-1	1.1
COC(=O)c1[nH]c2ccccc2c1NC(=O)CN1CCN(C(=O)c2ccco2)CC1	-3	-3	-16	18	24	0.083	2	3	1.1
C=CC(=O)NC(C)(C)Cc1ccccc1	7	27	-32	-40	7	-0.68	6	12	1
COc1ccc(CCn2nnnc2C(CC(C)C)N2CCN(c3ncccn3)CC2)cc1OC (stereo unspecified)	1	14	34	-11	5	x	-3	5	1.3
COC(=O)CCC(=O)Nc1cccc(C(=O)Nc2cccc(Cl)c2)c1	x	4	21	10	-2	0.5	x	6	x
Cc1nc2sc(C(c3ccccc3)N3CCOCC3)c(O)n2n1 (stereo unspecified)	1	-20	40	4	22	-0.0077	3	4	1.1
O=C(Nc1ccncc1)Nc1ccccn1	7	-13	-12	-9	28	0.5	0	-5	1.4
CC(C)CCNC(=O)C(C)N(C(=O)Cn1nnc(-c2ccc(F)cc2)n1)C1CCCC1 (stereo unspecified)	8	-4	-41	6	9	0.24	-2	-4	1.7
Cc1ccc(C)c(CN2C(=O)C3CCCN3c3ccc(C#N)cc32)c1 (stereo unspecified)	x	-7	1	-1	4	-0.73	x	4	x
O=C(Cn1c2c(c(-c3ccccc3)cc1=O)CCCC2)N1CCCCCC1	5	x	x	x	x	0.18	3	x	1.1
COC(=O)CSc1nc2c(c(=O)n(C)c(=O)n2C)n1CCCc1ccccc1	0	x	x	x	x	-0.09	11	x	1.2
CN(C)c1ccc(/C=C2\SC(=S)N(Nc3ncc(C(F)(F)F)cc3Cl)C2=O)cc1	8	36	5	-10	-7	0.16	3	-4	1.3
COc1ccc(/C=C\c2onc(C)c2S(=O)(=O)N2CCC(C(=O)NCCC(C)C)CC2)cc1	9	1	4	8	-13	-1.3	12	5	x
Oc1ccccc1C(=S)N1CCCCCC1	5	-14	-46	6	6	1.4	5[fluorescence artefact?]	0	1.1
CCOCCCNS(=O)(=O)c1ccc2c(c1)CCN2C(C)=O	1	5	-3	x	-11	-0.11	4	0	x
Cn1nc([N+](=O)[O-])nc1Oc1ccc2ccccc2c1	-1	x	0	-18	14	-0.37	13	8	1.1
C=CCn1c(-c2cccs2)nc2nc3ccccc3nc21	1	-13	-4	-5	7	1.3	3	-24	1.4
O=C(c1cc(S(=O)(=O)N2CCOCC2)ccc1F)N1CCN(Cc2ccccc2)CC1	-4	x	x	x	x	0.28	-5	x	1
Cc1ccc(-n2c(C(C)n3nc(C)c([N+](=O)[O-])c3C)n[nH]c2=S)cc1 (stereo unspecified)	4	9	-1	-43	9	-0.3	3	-1	1
CCc1ccccc1NC(=O)CCc1nc(-c2ccc(C)cc2)no1	5	-15	-21	-14	-2	-0.096	-3	7	1.1
Cc1c(C(=O)O)oc2c1C(O)CCC2 (stereo unspecified)	1	-1	-9	-8	0	-0.76	-17	-1	1
COc1ccc(CNc2ccc(C(=O)O)cc2)cc1	9	x	-2	x	x	0.026	9[fluorescence artefact?]	0	1.1
CC(C)(C)c1ccc(C(=O)Oc2ccc3c(c2)OCC3=O)cc1	7	-8	-4	-13	1	0.29	9	0	1
CCCNCCC(c1ccco1)c1ccccc1OC (stereo unspecified)	0	2	8	-19	3	0.39	-20	2	1
c1ccc2c(c1)OCC(c1nnc3n1-c1ccccc1SC3)O2 (stereo unspecified)	4	6	-8	-26	0	0.36	-4	1	1.2
O=C(NCCCN1CCOCC1)c1ccc(Br)cc1	5	17	15	6	3	-0.0069	0	3	1.4
O=C(Cn1c(=O)oc2cc(S(=O)(=O)N3CCOCC3)ccc21)N1CCc2ccccc2C1	2	6	-1	-20	-1	0.64	-1	-6	1
CCOC(=O)N1CCN(C(=O)CC(=O)Nc2ccc3nc4n(c(=O)c3c2)CCCCC4)CC1	3	x	x	x	x	0.19	0	x	1
COCCn1c(SCc2nc3sc(C(=O)OC)c(C)c3c(=O)[nH]2)nc2ccccc21	-3	-3	-57	-27	-8	0.13	10	4	0.9
COc1ccc2nc(SCC(=O)Nc3ccccc3C)[nH]c2c1	5	19	-19	4	3	0.77	-1	4	1.3
O=C(NC1CCCCC1)C(Cc1ccccc1)NS(=O)(=O)c1cccs1 (stereo unspecified)	3	6	-14	-3	1	-1.3	-8	5	1.2
CCN(CC)C(=O)Cn1cc(/C=C(\C#N)C(=O)N2CCN(c3ccccc3)CC2)c2ccccc21	x	2	-3	-10	12	-0.56	x	10	x
Cc1cc(NC(=O)COC(=O)c2ccc(S(=O)(=O)N3CCCc4ccccc43)cc2)no1	5	7	-43	2	5	-0.26	-5	9	0.8
Cc1c(C=O)c(C=O)c(C)n1Cc1ccccc1	-6	-2	-4	0	-4	-1.6	-26[fluorescence artefact?]	6	0.8
COC(=O)CCC(=O)N1CCc2cc(S(=O)(=O)N3CCN(c4ccccc4Cl)CC3)ccc21	-4	-11	16	-8	-2	-0.03	-3	-2	1
CCOC(=O)c1ccc(NC(=O)COc2ccc(S(=O)(=O)NC(C)(C)C)cc2)cc1	0	8	-10	-25	-1	0.055	7	0	1.2
O=C(Cc1ccccc1)NCC(=O)OCC(=O)c1ccc(OC(=O)c2ccccc2)cc1	x	14	-17	-18	-11	-0.76	x	14	x
CCC(CO)NCc1ccc2c(c1)n(C)c(=O)n2C (stereo unspecified)	11	x	x	x	x	-0.73	-16	x	1.1
O=C(CN1C(=O)NC(Cc2ccccc2)(Cc2ccccc2)C1=O)NCC1CCCCC1	x	0	12	3	26	x	x	-2	x
Cc1oc(-c2ccc(Cl)cc2)nc1CN1CCC(C(=O)NCc2cccs2)CC1	4	1	9	3	2	0.66	2	4	1.2
COc1ccc(N2CCN(CCNC(=O)c3ccc(NC(=O)C4CCCO4)cc3)CC2)cc1 (stereo unspecified)	7	x	x	x	x	-0.58	15[fluorescence artefact?]	x	1.1
COC(=O)CSc1nnc(CNS(=O)(=O)c2ccc(Cl)cc2)n1C	2	13	-19	4	-12	-0.95	12	6	1.1
CCc1ccc(C2CC(c3ccc(F)cc3)Nc3nc(N)nn32)cc1 (stereo unspecified)	9	x	x	x	x	0.12	1	x	1.1
C#CCn1c(S(=O)(=O)Cc2ccc(F)cc2)nc(-c2ccccc2)c1-c1ccccc1	x	8	-14	-27	12	0.79	x	-49	x
CCC(C)[C@H](N)c1nnc(SCC(=O)Nc2cccc(Cl)c2)o1 (stereo partly specified)	8	x	43	-8	-4	0.4	3	-5	1.3
CC(C)(C)NS(=O)(=O)c1ccc(CCC(=O)NCc2cccnc2)cc1	-3	7	0	6	1	-1.4	9	-1	1
O=C(NCc1nc(-c2ccccc2)no1)c1ccc(Br)o1	4	-6	-27	4	7	0.37	3	-3	1.1
COc1ccc(-c2noc(CN(C(=O)c3c(-c4ccccc4Cl)noc3C)C(C)C)n2)cc1	7	-3	-12	-23	14	1.3	5	-2	1.1
CCn1c(SCc2nc3ccccc3c(=O)[nH]2)nc2ccccc2c1=O	6	21	-39	-18	11	0.75	10	-1	1.3
CCCNC(=O)c1ccccc1NS(=O)(=O)c1ccc2c(c1)OCCO2	5	5	6	-3	-21	0.24	5	2	1
CCCCNc1ncnc2c1cnn2-c1ccccc1	-1	-26	-7	-19	20	1.5	5	-4	0.7
O=S(=O)(c1ccccc1)c1nc(-c2ccco2)oc1NCCCn1ccnc1	8	-10	-44	8	9	0.35	9	-2	1
CCN1CCN(C(=O)C2CCN(Cc3cc(Cl)ccc3O)CC2)CC1	x	-17	-24	-11	8	0.79	x	-2	x

(list continues)
SMILES	Candida biofilm	cytoskel mod	HUVEC tox IL1B	TNFa cytotox	VCAM1 TNFa inh	hDAT+cocaine	Smad3 FoxH1 inh	LYP inh 2	MT1-MMP txn act
O=C1OC(Nc2nc3ccccc3s2)c2ccccc21 (stereo unspecified)	6	-4	-2	-21	26	0.12	11	-10	1.2
CCOC(=O)CC1=C(C(=O)OCC)C(c2cccnc2)C(C#N)=C(N)O1 (stereo unspecified)	3	-25	-7	11	8	-0.46	9	17	x
O=C1CC(C(=O)NCc2ccccc2)N=C(N2CCCCC2)N1 (stereo unspecified)	7	-3	-16	6	5	-0.99	-2	-6	1.3
Cc1cc2c(c(=O)n1Cc1ccco1)C(c1cccnc1)C(C#N)=C(N)O2 (stereo unspecified)	8	-3	44	2	-16	-0.68	-1	4	0.9
Cc1cccc(N(C(=O)c2ccc(Cl)cc2)C2CS(=O)(=O)CC2OC(=O)c2ccc(Cl)cc2)c1 (stereo unspecified)	x	-18	x	4	22	-0.19	x	25*	x
CCN(c1ccc(OC)cc1)c1ncnc2nc[nH]c12	2	-7	3	3	0	-1.1	-11	-8	x
Cc1c(Cl)cccc1NC(=S)NCc1ccccc1	x	13	7	-11	-12	0.52	x	3	x
Cc1ccc2nc(NCCCO)nc(-c3ccccc3)c2c1	3	-18	6	-17	-17	3.1*	7	6	0.9
CCCn1c(SCC(=O)NC(=O)NCc2ccco2)n[nH]c1=O	6	-8	-76	-1	5	-0.33	-1	8	1.1
CCCn1c(=O)c2ccccc2n2c(SCCOc3ccccc3)nnc12	5	x	x	x	x	0.78	3	x	1.2
C=CCN1C(=O)CN=C1Nc1ccc(OC)cc1OC	-1	6	7	-17	-1	-0.92	6	1	1
CCNC(=O)c1sc(-c2ccccc2)nc1C	8	24	-14	-44	8	0.81	4	1	1.4
CCOC(=O)c1c(-c2cccs2)csc1NC(=O)c1ccncc1	6	0	-2	-5	14	1.2	4	2	1.2
OCCCc1nc2ccccc2n1CCc1ccccc1	-4	25	-2	-9	-15	0.17	25[fluorescence artefact?]	3	1
O=C(CCCn1nnc(-c2cccnc2)n1)c1ccc(F)cc1	-7	x	x	x	x	0.85	-2	x	1.1
CCCN(C(=O)c1ccco1)c1nnc(-c2ccncc2)s1	6	-4	-4	-4	4	0.18	-1	-8	1.3

Filtered by structure, the entries above containing a tert-butyl group (3)
SMILES	Candida biofilm	cytoskel mod	HUVEC tox IL1B	TNFa cytotox	VCAM1 TNFa inh	hDAT+cocaine	Smad3 FoxH1 inh	LYP inh 2	MT1-MMP txn act
CC(C)(C)c1ccc(C(=O)Oc2ccc3c(c2)OCC3=O)cc1	7	-8	-4	-13	1	0.29	9	0	1
CCOC(=O)c1ccc(NC(=O)COc2ccc(S(=O)(=O)NC(C)(C)C)cc2)cc1	0	8	-10	-25	-1	0.055	7	0	1.2
CC(C)(C)NS(=O)(=O)c1ccc(CCC(=O)NCc2cccnc2)cc1	-3	7	0	6	1	-1.4	9	-1	1
